Nrf2 block: Nrf2 pathway inhibition; AID 504444; Potency, µM (top dose mostly 46 µM), for the others: at the highest dose activity change, negative = inhibition, usual class: inhibitors; A549 ARE-Fluc reporter, luciferase luminescence, 18-24 h; 360,000 tested, 2.1% active; further: on the % scale 0 is the no-effect control and ±100 the full control effect; nearly all actives have a fitted effect of over 60% in size
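Two sequential reads on A549 ARE_Fluc cells exposed to compound for 18-24 h: a CellTiter-Fluor fluorescence read for viability, then a luciferase luminescence read for Nrf2/ARE activity.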
TGFb SMAD3 inh: blocks TGF-b signaling; 410,000 tested, 1.2% active; Potency, µM (top dose mostly 46.1 µM), inactives show top-dose activity, negative = inhibition, hits mostly inhibitors; HepG2 CAGA-GFP TGF-b/SMAD3 reporter, GFP fluorescence, 18 h; TGF-beta stimulated, 500 pg/mL final; AID 588855; further: on the % scale 0 is the no-effect control and ±100 the full control effect; nearly all actives have a fitted effect of over 65% in size
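Read-out: total well GFP (ex488/em500-530) summed from mean per-cell fluorescence. Cells: HEPG2 CAGA-GFP, 1% FBS DMEM, 18 h at 37 degrees C with 500 pg/mL final TGF-beta. Unstimulated wells served as the full-inhibition control; stimulated DMSO wells = 0%.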
A549 viability: A549 cytotoxicity, counter-screen for Nrf2 inhibitors. A549 ARE-Fluc cells, CellTiter-Fluor viability, 18-24 h. Potency, µM (series often up to 46 µM), for the others: at the top dose activity change, negative = cytotoxicity, usual class: inhibitors. 390,000 tested, 0.16% active. AID 504648; further: on the % scale 0 is the no-effect control and ±100 the full control effect
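A549 ARE_Fluc cells in 5% FBS OPTI-MEM were exposed to compounds in concentration-response for 18-24 h at 37 deg C. Viability was read by CellTiter-Fluor fluorescence (Ex 405/Em 525) after 30 min, before the luciferase read.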
S2 tox: reduces viability in counter-screen for ATXN expression inhibitors; Potency, µM (doses to about 56.7 µM), usual class: cytotoxic; S2 cells (HEK-293 line with an ATXN2-luciferase reporter) viability, CellTiter-Fluor protease fluorescence, 24 h; AID 651635; 400,000 tested, 0.49% active; further: nearly all actives have a fitted effect of over 40% in size
ATXN2 expr inh: ATXN2 expression inhibition; 360,000 tested, 0.72% active; AID 1745845; Potency, µM (titrated, usually from 57 µM), without a hit: at the highest dose activity change, negative = inhibition, usual class: inhibitors; HEK-293 ATXN2-luciferase reporter, luminescence, 24 h; further: on the % scale 0 is the no-effect control and ±100 the full control effect; nearly all actives have a fitted effect of over 55% in size
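qHTS (up to 57 uM final) was run with 24 h compound exposure of reporter cells at 37 °C. Each well was multiplexed: SteadyGlo luminescence measured ATXN2-luciferase expression after a fluorogenic Gly-Phe-AFC viability readout (25 uM final).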
HepG2 tox: counter-screen for TGF-b inhibitors: cytotoxicity in HepG2 cells | HepG2 CAGA-GFP viability, ATP luminescence, 18 h | Potency, µM (titrated, usually from 46.1 µM), inactives show at the highest dose activity change, negative = cytotoxicity, actives largely listed as cytotoxic | 410,000 tested, 0.76% active | AID 588856; further: some results filed as inactive show a strong effect at the top dose
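HepG2 CAGA-GFP cells (1000/well, DMEM with 1% FBS) received compound, then TGF-beta at 500 pg/mL final, and were incubated 18 hours at 37 degrees C. Viability was read by CellTiter-Glo luminescence. Media-only wells were set as complete cell-killing and DMSO as no toxicity.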
Nrf2 ARE act: activates Nrf2 signaling; Potency, µM (highest dose often 46.1 µM), inactives show top-dose activation, hits mostly activators; 410,000 tested, 0.31% active; AREc32 ARE-luciferase reporter (MCF7-derived line), luminescence, 24 h; further: % of control where 0% means no effect; nearly all actives have a fitted effect of over 65% in size
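AREc32_Fluc, 1000 cells/well, OPTI-MEM + 5% FBS, o/n 37 deg C 5% CO2; 23 nL cpd by pin tool, 24 hr; Steady-Glo 30 min RT, luminescence.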
MCF10A rerep: induces DNA re-replication in MCF 10a normal breast cells. 350,000 tested, 2.9% active. Potency, µM (titrated, usually from 46.1 µM), for the others: top-dose activity, positive = re-replication, hits mostly activators. MCF 10A DNA re-replication, Hoechst nuclear intensity, 48 h; further: % of control where 0% means no effect; nearly all actives have a fitted effect of over 50% in size
EPAC2 antag: blocks human EPAC2 exchange factor. Q8WZA2. EPAC2 GEF exchange of Rap1B-BODIPY-GDP, fluorescence. Potency, µM (highest dose often 114 µM), inactives show at the top dose activity, negative = inhibition, usual class: inhibitors. 360,000 tested, 0.18% active; further: on the % scale 0 is the no-effect control and ±100 the full control effect; nearly all actives have a fitted effect of over 45% in size; many of its hits are not listed in these tables
Target sequence (Q8WZA2 whole entry, looked up): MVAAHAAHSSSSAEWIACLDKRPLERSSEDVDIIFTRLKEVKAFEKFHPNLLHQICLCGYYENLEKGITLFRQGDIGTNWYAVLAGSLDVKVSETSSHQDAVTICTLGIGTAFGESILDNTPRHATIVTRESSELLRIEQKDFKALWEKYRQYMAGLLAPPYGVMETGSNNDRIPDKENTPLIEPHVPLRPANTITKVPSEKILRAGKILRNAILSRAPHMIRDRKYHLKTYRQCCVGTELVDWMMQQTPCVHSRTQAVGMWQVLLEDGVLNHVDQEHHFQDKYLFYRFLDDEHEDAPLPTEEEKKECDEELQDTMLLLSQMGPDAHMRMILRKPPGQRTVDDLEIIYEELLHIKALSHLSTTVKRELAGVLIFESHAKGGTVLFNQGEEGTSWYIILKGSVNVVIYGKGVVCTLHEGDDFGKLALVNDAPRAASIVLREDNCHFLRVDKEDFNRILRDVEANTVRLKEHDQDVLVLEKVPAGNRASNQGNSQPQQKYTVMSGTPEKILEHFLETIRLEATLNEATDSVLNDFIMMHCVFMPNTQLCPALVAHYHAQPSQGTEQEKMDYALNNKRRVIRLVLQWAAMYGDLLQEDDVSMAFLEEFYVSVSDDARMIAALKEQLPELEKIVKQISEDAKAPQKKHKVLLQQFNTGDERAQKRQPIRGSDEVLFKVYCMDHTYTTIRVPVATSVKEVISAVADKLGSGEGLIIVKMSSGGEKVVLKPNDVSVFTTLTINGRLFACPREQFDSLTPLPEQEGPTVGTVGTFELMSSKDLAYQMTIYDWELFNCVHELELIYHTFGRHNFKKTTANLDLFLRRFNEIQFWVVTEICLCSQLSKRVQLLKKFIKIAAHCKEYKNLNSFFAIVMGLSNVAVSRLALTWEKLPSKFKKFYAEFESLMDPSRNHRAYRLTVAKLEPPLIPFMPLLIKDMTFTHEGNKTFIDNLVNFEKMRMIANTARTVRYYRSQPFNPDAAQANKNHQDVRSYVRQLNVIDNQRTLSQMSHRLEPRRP
The depositor's hits bear a star; i = inactive; ? = inconclusive; / = no result given; & = joins results of further samples; [ ] = dose if it differs, or a comment. The call rests on the fitted dose curve; in most records, active means well fitted curve in the direction sought with a large enough effect; inconclusive means small, poorly fitted or top-dose-only effect, or another doubt; inactive means no such curve, though single readings can be large; an effect the other way counts as inactive or inconclusive. Potency means the concentration at half of the fitted maximal effect.

Key to letters: A = Nrf2 block; B = TGFb SMAD3 inh; C = A549 viability; D = S2 tox; E = ATXN2 expr inh; F = HepG2 tox; G = Nrf2 ARE act; H = MCF10A rerep; I = EPAC2 antag
Cc1cccc(NC(=O)C2CCCN2C(=O)OCC(C)C)c1C (stereo not drawn)
  A: 3%; B: 2%; C: -3%; D: i; E: -4%; F: -22%; G: -0.2%; H: 1%; I: 0%

Cc1cc(C)cc(C(=O)Nc2ccc(N3CCN(S(C)(=O)=O)CC3)cc2)c1
  A: ?; B: 3%; C: 6%; D: i; E: -13%; F: -2%; G: 0.3%[9.22 µM]; H: ?; I: 14%

CC(=O)Nc1ccc(S(=O)(=O)N(C)CC(=O)OCC(=O)N2CCCCCC2)cc1
  A: -6%; B: -8%; C: -1%; D: i; E: 11%; F: 0%; G: -0.1%; H: 4%; I: 4%

COc1ccc(NC(=O)c2onc(C)c2Cl)cc1OC
  A: 13%; B: 3%; C: 6%; D: i; E: 9%; F: 13%; G: 16%; H: 7%; I: -5%

O=C(NCCSc1ccc(Br)cc1)c1ccc2nc[nH]c2c1
  A: 10%; B: 11%; C: -2%; D: i; E: 1%; F: -10%; G: 3.1%; H: ?; I: 18%

CCC(C(=O)N1CCOCC1)n1nc(C)c2c(C)n(-c3ccccc3)nc2c1=O (stereo not drawn)
  A: -1%; B: 5%; C: 1%; D: i; E: /; F: 0%; G: -0.9%; H: -3%; I: 7%

Cc1cc(-c2nnc(CCC(=O)NCC(C)c3ccccc3)o2)no1 (stereo not drawn)
  A: 3%; B: 3%; C: -14%; D: i; E: 9%; F: 0%; G: 0.1%; H: -10%; I: 0%

O=C(c1cccc(OC2CCN(Cc3cccc(OCCO)c3)CC2)c1)N1CCCC1
  A: -5%; B: -3%; C: -7%; D: ?; E: -13%; F: 0%; G: 0.1%; H: -2%; I: 8%

CC(=O)N1N=C(c2cccs2)CC1c1ccc(Br)cc1 (stereo not drawn)
  A: 7%; B: ?; C: 0%; D: i; E: -2%; F: -28%; G: 3.8%; H: -6%; I: ?

CCN(CC)S(=O)(=O)c1ccc(Cl)c(C(=O)Nc2nnc(C)s2)c1
  A: -2%; B: -20%; C: 0%; D: i; E: -2%; F: -3%; G: -0.4%; H: 11%; I: 5%

CCOc1ccc(NC(=O)N2CCC(c3nc4ccccc4o3)CC2)cc1
  A: -25%; B: -15%; C: 11%; D: i; E: -19%; F: 19%; G: -0.1%; H: -6%; I: 3%

CS(=O)(=O)N(CC(=O)N1CCCC1)c1ccc(F)cc1
  A: /; B: -4%; C: /; D: ?; E: /; F: -1%; G: 0.5%; H: /; I: -15%

COc1ccc(/C=C/C(=O)NCC(=O)N/N=C/c2cc(Br)ccc2OCc2ccccc2)cc1
  A: /; B: -6%; C: -19%; D: 16µM*; E: -33%; F: -30%; G: 3.0%; H: 6%; I: 11%

On1nnc2ccc(C(F)(F)F)cc21
  A: 2%; B: 0%; C: -3%; D: i; E: -23%; F: -31%; G: 1.6%; H: 1%; I: 3%

Cc1cc(C(=O)COc2ccc(C#N)cc2)c(C)n1CC1CCCO1 (stereo not drawn)
  A: ?; B: 0%; C: -1%; D: i; E: -10%; F: -7%; G: 7.6%; H: -5%; I: 11%

CCCn1nc(C(=O)Nc2ccc(S(=O)(=O)Nc3ncccn3)cc2)c2ccccc2c1=O
  A: -16%; B: 1%; C: -7%; D: i; E: 2%; F: 11%; G: 0.2%; H: 0%; I: 2%

NS(=O)(=O)c1ccc(CCNC(=O)c2ccc([N+](=O)[O-])cc2[N+](=O)[O-])cc1
  A: -10%; B: -25%; C: 1%; D: i; E: -33%; F: -26%; G: -0.1%; H: -2%; I: 4%

O=C(NCc1ccccn1)c1cccc(S(=O)(=O)Nc2ccccc2Cl)c1
  A: -14%; B: -12%; C: -3%; D: i; E: 0%; F: -17%; G: -0.5%; H: -20%; I: 0%

O=C(Nc1ccc2c(c1)C(=O)N(CC1CCCO1)C2=O)c1ccccc1Br (stereo not drawn)
  A: 5%; B: 32%[activator]; C: 1%; D: i; E: 1%; F: 0%; G: -0.3%; H: 8%; I: -4%

CC1CC(C)CN(C(=O)CCNS(=O)(=O)c2ccc3c(c2)CCC(=O)N3)C1 (stereo not drawn)
  A: -5%; B: -6%; C: -7%; D: i; E: 9%; F: 9%; G: 1.6%; H: -25%; I: 12%

Cc1ccc(C)c(-c2nnc(NC(=O)c3ccc4c(c3)OCCO4)o2)c1
  A: /; B: ?; C: -18%; D: /; E: /; F: -23%; G: -1.1%; H: /; I: /

COc1ccc(-c2noc(N3CCC(C(=O)Nc4ccc(OC)c(OC)c4)CC3)n2)cc1
  A: ?; B: ?; C: -12%&12%; D: i; E: -13%; F: -18%&-1%; G: -0.4%&-0.2%; H: 12%; I: 33%[activator]

Cc1cc(-c2nc3ncccc3o2)ccc1N
  A: ?; B: 2%; C: -2%; D: i; E: 45%[activator]; F: -23%; G: 1.9%; H: ?; I: 15%

CCN(CC(=O)Nc1ccc(NC(C)=O)cc1)C(=O)c1cc(CN2C(=O)c3ccccc3C2=O)ccc1OC
  A: 7%; B: ?; C: -4%; D: i; E: 7%; F: -2%; G: 0.3%; H: -3%; I: 5%

Nc1nc(Oc2ccc(F)cc2)c(Br)c(=O)[nH]1
  A: -7%; B: -12%; C: 16%; D: i; E: 3%; F: -12%; G: 2.1%; H: 11%; I: 2%

Entries of single compounds as entered above:
CCN(CC(=O)Nc1ccc(NC(C)=O)cc1)C(=O)c1cc(CN2C(=O)c3ccccc3C2=O)ccc1OC is listed as Nrf2 block: 7%; TGFb SMAD3 inh: ?; A549 viability: -4%; S2 tox: i; ATXN2 expr inh: 7%; HepG2 tox: -2%; Nrf2 ARE act: 0.3%; MCF10A rerep: -3%; EPAC2 antag: 5%
O=C(Nc1ccc2c(c1)C(=O)N(CC1CCCO1)C2=O)c1ccccc1Br (stereo not drawn) is listed as Nrf2 block: 5%; TGFb SMAD3 inh: 32%[activator]; A549 viability: 1%; S2 tox: i; ATXN2 expr inh: 1%; HepG2 tox: 0%; Nrf2 ARE act: -0.3%; MCF10A rerep: 8%; EPAC2 antag: -4%

An excerpt from above in order of their number in TGFb SMAD3 inh, lowest first:
smiles,TGFb SMAD3 inh,Nrf2 ARE act,EPAC2 antag
O=C(NCc1ccccn1)c1cccc(S(=O)(=O)Nc2ccccc2Cl)c1,-12%,-0.5%,0%
On1nnc2ccc(C(F)(F)F)cc21,0%,1.6%,3%
CCC(C(=O)N1CCOCC1)n1nc(C)c2c(C)n(-c3ccccc3)nc2c1=O (stereo not drawn),5%,-0.9%,7%

The listing continues:
Key to letters: A = Nrf2 block; B = TGFb SMAD3 inh; C = A549 viability; D = S2 tox; E = ATXN2 expr inh; F = HepG2 tox; G = Nrf2 ARE act; H = MCF10A rerep; I = EPAC2 antag
Cc1ccc(NC(=O)NCc2cccn2Cc2ccccc2)cc1F
  A: 22%; B: -5%; C: -1%; D: i; E: -21%; F: -5%; G: 0.0%; H: /; I: /

CC12CCC(C(=O)N(NC(=O)c3ccccc3O)C1=O)C2(C)C (stereo not drawn)
  A: -4%; B: ?; C: -4%; D: i; E: 37%[activator]; F: 2%; G: 0.2%; H: -50%[inhibitor]; I: 3%

COc1ccc(NS(=O)(=O)/C=C/c2ccc(OC)c(OC)c2)cc1
  A: -2%; B: -1%; C: 0%; D: i; E: -2%; F: 0%; G: 2.8%; H: 2%; I: -1%

Cn1cccc1-c1cc(C(=O)O)[nH]n1
  A: 3%; B: 0%; C: 0%; D: ?; E: -2%; F: 0%; G: 0.3%; H: -3%; I: 10%

Cc1ccc(NC(=O)CSc2nnc(Cc3csc(C)n3)o2)c(C)c1
  A: -20%; B: 0%; C: -7%; D: i; E: -16%; F: 4%; G: -0.5%; H: 10%; I: 3%

COCCN(C(=O)CCC(=O)Nc1cc(C)on1)C(C(=O)NC(C)(C)C)c1ccccc1Cl (stereo not drawn)
  A: 4%; B: -1%; C: -2%; D: i; E: 2%; F: 5%; G: -0.4%; H: -9%; I: -8%

O=S(=O)(NCCc1csc(-c2cccc(F)c2)n1)c1cc(F)ccc1F
  A: /; B: ?; C: 7%; D: i; E: -15%; F: -26%; G: -0.2%; H: /; I: /

COc1ccc(NS(=O)(=O)c2ccc3oc(=O)ccc3c2)cc1
  A: 6%; B: 1%; C: 0%; D: i; E: 20%; F: 5%; G: -0.6%; H: 10%; I: -4%

C=CCc1c(C)c(C#N)c2nc3ccccc3n2c1N1CCCCC1
  A: ?; B: 9%; C: 1%; D: i; E: 2%; F: 10%; G: 0.5%; H: 13%; I: -2%

Cc1cc2oc(=O)c(CC(=O)NCCCO)c(C)c2c2occ(C(C)(C)C)c12
  A: -5%; B: -30%; C: 3%; D: i; E: 5%; F: -27%; G: 1.6%; H: 20%; I: -20%

O=C(Nc1ccccc1)N(CCc1nc2ccccc2[nH]1)C1CCCC1
  A: -14%; B: -2%; C: -7%; D: i; E: 8%; F: -24%; G: 0.1%; H: 7%; I: -13%

Cc1cc(C)cc(NC(=O)NCc2c(-c3ccccc3)noc2C)c1
  A: -19%; B: -13%; C: -3%; D: i; E: -4%; F: 3%; G: 0.0%; H: 1%; I: -1%

CN(C(=O)COC(=O)C12CC3CC(CC(Cl)(C3)C1)C2)C1(C#N)CCCCC1
  A: 2%; B: 15%; C: 4%; D: ?; E: /; F: 1%; G: 4.5%; H: -6%; I: -11%

NC(=O)c1cc2ccccc2o/c1=N/NC(=O)c1cccc(Cl)c1
  A: ?; B: -2%; C: -14%; D: ?; E: ?; F: 0%; G: 19%; H: -4%; I: 7%

CCOc1ccc(OCCC(=O)N(CCC(C)C)c2c(N)n(Cc3ccccc3)c(=O)[nH]c2=O)cc1
  A: ?; B: -5%; C: -13%; D: i; E: -13%; F: -2%; G: 2.9%; H: -7%; I: -11%

COc1cc(C)nc(N2CCCC(C(=O)Nc3cccc(Cl)c3Cl)C2)n1 (stereo not drawn)
  A: 1%; B: -5%; C: 0%; D: i; E: -17%; F: -4%; G: -0.8%; H: -22%; I: 0%

CCn1cnc2sc(C(=O)O)c(C)c2c1=O
  A: 3%; B: 19%; C: -3%; D: i; E: -3%; F: -1%; G: -0.1%; H: -3%; I: 8%

CCCNC(=O)c1c(NC(=O)c2ccc(C)cc2)sc2c1CCCCC2
  A: 2%; B: 5%; C: 0%; D: ?; E: 8%; F: 3%; G: -1.4%; H: /; I: /

High-throughput results as filed in PubChem BioAssay.

Some of the compounds tested; count on the stated rates, not on these rows.
